NPYLR7 agonist = agonists of mosquito NPYLR7 receptor, primary screen, cell-based, Aedes aegypti, calcium fluorescence, mosquito biting behavior; Aedes aegypti neuropeptide Y-like receptor 7 (NPYLR7); HEK293T NPYLR7/Galpha15, GCaMP6s calcium fluorescence; activation, % at 10 µM; 0.15% of 270,000 active; AID 1259423, 2018; in the data active means activation above about 40%;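 further: 0% = vehicle and 100% = reference agonist at the receptor; some compounds past the cut are filed as inactive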
mcGAS lum = cyclic GMP-AMP synthase inhibitors, mouse, primary biochemical chemiluminescence. 0.15% of 160,000 active. recombinant cGAS, Kinase-Glo ATP depletion luminescence. inhibition, % at 12.5 µM;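 further: 0% = negative control wells and 100% = reference inhibitor with no enzyme activity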
hcGAS lum = Primary biochemical luminescence assay for human cyclic GMP-AMP synthase inhibitors | 0.081% of 290,000 active | recombinant h-cGAS, ATP depletion, Kinase-Glo luminescence | inhibition, % at 12.5 µM;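 further: 0% = vehicle reaction and 100% = reaction without DNA for no activity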
Target sequence (Q8N884 whole entry, looked up): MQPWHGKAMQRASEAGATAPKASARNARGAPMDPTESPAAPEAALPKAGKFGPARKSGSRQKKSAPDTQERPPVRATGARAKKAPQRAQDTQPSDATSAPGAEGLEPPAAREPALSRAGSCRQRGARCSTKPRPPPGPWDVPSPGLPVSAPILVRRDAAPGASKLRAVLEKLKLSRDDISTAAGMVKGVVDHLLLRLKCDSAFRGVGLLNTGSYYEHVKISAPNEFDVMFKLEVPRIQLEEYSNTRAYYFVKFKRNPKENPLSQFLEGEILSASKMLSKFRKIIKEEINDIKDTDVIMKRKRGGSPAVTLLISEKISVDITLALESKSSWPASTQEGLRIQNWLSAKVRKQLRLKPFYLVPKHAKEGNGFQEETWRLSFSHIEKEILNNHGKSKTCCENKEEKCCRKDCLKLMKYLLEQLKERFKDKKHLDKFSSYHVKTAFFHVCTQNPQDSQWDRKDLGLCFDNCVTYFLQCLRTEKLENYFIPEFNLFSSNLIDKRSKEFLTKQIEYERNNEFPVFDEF
Active calls of the source: *; . = not tested or not shown. Unless noted, no stated cut-off is given here; in the data, active means inhibition above about 40%; inactive means the rest. Hits appear at their usual frequency; 0.29% or so of the library scored in one or more.

Each structure is followed by: NPYLR7 agonist | hcGAS lum | mcGAS lum
1: COc1cccc(C(=O)NC(C(=O)NCc2ccco2)C2CCN(C(=O)C3CC3)CC2)c1 (stereo not given)
 : 1 | -5 | -4
2: CCOc1cccc2sc(=NC(=O)CN3C(=O)CCC3=O)n(CC)c12
 : 2 | -5 | .
3: CC(C)NC(=O)CN(C)C(=O)c1nn(-c2ccccc2)c2c1CCC2
 : 4 | -3 | -8
4: Cc1ccc(CNC(=O)CSc2nc(N)c(NC(=O)c3ccc(C)cc3)c(=O)[nH]2)cc1
 : -7 | 2 | -6
5: CCc1cccc2c(C(CC(=O)NCc3ccco3)c3ccc(OC)cc3OC)c[nH]c12 (stereo not given)
 : 3 | 3 | 2
6: COc1ccc(-c2cc(N3CCOCC3)ncn2)c(OC)c1
 : 9 | -6 | .
7: CC(=O)c1c(C)cc(C)c(CS(=O)C(C)C(=O)NC(C)(C)C)c1C (stereo not given)
 : 2 | -8 | -17
8: NC(=O)CC1CCN(C(=O)c2cccnc2Oc2ccc(F)cc2Br)CC1
 : 5 | -13 | .
9: COc1ccc(Br)cc1S(=O)(=O)n1nnc2ccccc21
 : 0 | -2 | .
10: CCc1ccccc1Oc1ccc(NS(=O)(=O)c2ccccc2C)cn1
 : . | -5 | -4
11: COc1cccc(N2C(=O)/C(=C/c3ccc(C)o3)NC2=S)c1
 : 3 | -5 | .
12: COc1cccc(CN(C)c2ccc3c(-c4ccccn4)noc3n2)c1
 : 0 | -10 | -7
13: Cc1ccc(C)c(Cc2c(C)nc(-c3ccccc3)nc2N2CCN(C(=O)C(C)(C)CCl)CC2)c1
 : 27 | -10 | -5
14: CCCn1cc(CNC(=O)c2cccc(CC3CCNCC3)c2)cn1
 : -7 | -7 | .
15: Cc1noc(C)c1N(C)C(=O)CN(C)C(=O)OC(C)(C)C
 : 14 | -10 | .
16: CCCCc1ccc(S(=O)(=O)NC(=O)C2(C)CCN2C(=O)CC2CC2)cc1 (stereo not given)
 : 1 | -1 | .
17: c1ccc(-c2ccc(-c3nccn3CCn3ccnc3)s2)cc1
 : 5 | -7 | .
18: COc1c(C)cc(CN(C)C(=O)c2cc(C(C)=O)c[nH]2)cc1C
 : 5 | -4 | -15
19: COCCn1c(C)cc(O)c(C(c2ccccc2OC)N2CCC(Cc3ccccc3)CC2)c1=O (stereo not given)
 : 12 | -6 | .
20: O=C(c1cc(-c2ccccc2)nn1-c1ccccc1)N1CCN(c2cccc(Cl)c2)CC1
 : -3 | -9 | -7
21: Cc1cc(=O)[nH]c(-n2nc(C)c(CCC(=O)Nc3cccc(C)c3C)c2C)n1
 : 9 | -2 | .
22: CCOC(=O)Cc1c(C)nc2ncnn2c1N1CCN(C(=O)c2ccccc2C(F)(F)F)CC1
 : 25 | 1 | -5
23: CCNC(=O)c1cccc(-c2cc(N)nc3[nH]ccc23)c1
 : -2 | -3 | -11
24: Cn1ccc2c(-c3ccc(C(=O)N4CCCC4)cn3)ccnc21
 : -1 | 4 | .
25: CCCCOc1ccc(C(=O)N(CCCC)CC(=O)N2c3ccccc3-n3cccc3C2c2ccc(F)cc2)cc1 (stereo not given)
 : 17 | -4 | -4
26: COCCN(CC(=O)N(CCc1c[nH]c2ccccc12)Cc1ccc(OC)c(OC)c1)C(=O)CCc1ccccc1
 : . | -8 | -5
27: Cc1nc(C)c(CN2CCCC(C(=O)Nc3ccc(-c4cccc(F)c4)cc3)C2)nc1C (stereo not given)
 : 3 | 1 | .
28: CCCCCCc1ccc(C(=O)N2CCC3(CC2)NC(=O)c2ccccc2N3)cc1
 : . | -6 | -4
29: O=[N+]([O-])c1ccc(NCc2ccccc2)c([N+](=O)[O-])c1
 : -2 | -10 | -6
30: CCC(=O)C1=C(c2ccccc2)N(C(=O)CC)n2c(CC)nnc2S1
 : 6 | -12 | .
31: Cc1cccc2c1N(C(=O)CCn1c(=O)[nH]c(=O)c3ccccc31)CC2
 : 1 | -3 | .
32: COc1cccc(-c2nc(OC)nn2-c2ccc(NC(=O)c3cccc([N+](=O)[O-])c3)cc2)c1
 : . | -7 | -7
33: CCCCCn1cc(C2CCN(S(=O)(=O)c3ccc(Cl)cc3)CC2)c2ccccc21
 : 21 | 3 | -7
34: COCCN1CCC(C(=O)N2C[C@@H](C)[C@](O)(C3CCC3)C2)CC1
 : . | -9 | -6
35: CCC(C)N1Cc2c(n(CC(=O)Nc3ccc(F)cc3)c3cc(C(C)(C)C)nn3c2=O)C1=O (stereo not given)
 : . | -2 | 0
36: CCOc1ccc2nc(S(=O)(=O)NC(=O)C3(C)CCN3C(=O)C(C)(C)c3ccccc3)sc2c1 (stereo not given)
 : 6 | -2 | .
37: CCOC(=O)c1nn(-c2ccc(C(F)(F)F)cc2)c(=O)c2c(NC(=O)CC(C)C)scc12
 : 25 | -7 | -7
38: COc1cc(NC(=O)c2ccc(-c3cn[nH]c3)c3ccoc23)cc(OC)c1OC
 : 6 | 0 | -7
39: CCc1cc(N(C)C2CCCCC2)nc(SCc2ccc(C(=O)NCCOC)cc2)n1
 : 8 | -14 | -4
40: O=C(CN1CSCC1=O)Nn1cnc2scc(-c3cccs3)c2c1=O
 : -1 | -5 | .
41: CCN(CC)c1nc(SC)ncc1CNCCSC
 : -2 | -4 | -4
42: CC(C)NC(=O)c1cc(N2CCN(c3cccc(C(F)(F)F)c3)CC2)nc2ccccc12
 : 10 | -5 | -6
43: CC(C)O[C@H]1CN(C(=O)CCNC(=O)c2ccc(F)cc2)C[C@@H]1O
 : 19 | -4 | -17
44: O=C(O)c1ccccc1C1CCN(C(=O)CCCOc2ccccc2)C1 (stereo not given)
 : 15 | -1 | -8
45: O=C(O)c1cnoc1-c1ccc(Cl)s1
 : 4 | -7 | .
46: O=S(=O)(NCc1cccs1)c1ccccc1C(F)(F)F
 : -22 | -2 | .
47: N#Cc1ccccc1CSc1nnc(NC(=O)Cc2ccccc2)s1
 : -2 | -4 | -5
48: Cc1ccc(-n2c(SCC(=O)Nc3nccs3)nc3c([nH]c4ccccc43)c2=O)cc1
 : 0 | -8 | -7
49: COc1ccccc1CCNC(=O)C(C1CCCC1)N1CCN(C(=O)c2cccc(Cl)c2)CC1 (stereo not given)
 : -16 | 0 | 0
50: Cc1cc(N2CC(C)CC(C)C2)n2ncc(-c3ccccc3)c2n1 (stereo not given)
 : -2 | 2 | 2
51: COCCn1c(=O)c2c(nc3n(-c4cc(OC)ccc4OC)c(C)c(C)n23)n(C)c1=O
 : -5 | 1 | .
52: O=C(NCCCNC(=O)[C@H]1CCCN1S(=O)(=O)c1ccc(Cl)cc1)c1ccccc1
 : 2 | -4 | -3
53: CCCNc1nc2c(C)cccn2c(=O)c1C=C1SC(=S)N(C2CCCCC2)C1=O
 : -3 | 0 | -5
54: CSc1nnc(N2CCCC2)n1-c1cccc(Cl)c1
 : 2 | -11 | -21
55: Cc1cc(-c2cccc3ccnn23)ccc1NC(=O)c1cccnc1
 : 8 | -5 | .
56: Cc1nc(-c2ccc(NC(=O)c3csc(Br)c3)cc2)n[nH]1
 : -16 | -4 | -11
57: Cn1cc([N+](=O)[O-])c(C(=O)Nc2ccc(-c3nc4ccccc4o3)cc2)n1
 : -5 | 0 | -4
58: CNC(=O)c1cccc(NC(=O)C(C)N2CCC(c3ccccc3)C2)c1 (stereo not given)
 : 2 | -7 | .
59: CC1NC(=S)N(c2ccc(-c3cc4ccccc4o3)cc2)C1=O (stereo not given)
 : 0 | -5 | .
60: O=C(C1CCCN(C2CCN(Cc3ccncc3)CC2)C1)N1CC=CCC1 (stereo not given)
 : 6 | -8 | -19

Entries of single compounds from above.
`N#Cc1ccccc1CSc1nnc(NC(=O)Cc2ccccc2)s1` is entered as NPYLR7 agonist: -2; hcGAS lum: -4; mcGAS lum: -5
`CCCNc1nc2c(C)cccn2c(=O)c1C=C1SC(=S)N(C2CCCCC2)C1=O` is entered as NPYLR7 agonist: -3; hcGAS lum: 0; mcGAS lum: -5
`O=C(NCCCNC(=O)[C@H]1CCCN1S(=O)(=O)c1ccc(Cl)cc1)c1ccccc1` is entered as NPYLR7 agonist: 2; hcGAS lum: -4; mcGAS lum: -3

More entries follow.
Each structure is followed by: NPYLR7 agonist | hcGAS lum | mcGAS lum
61: CCOCCCN(CC(=O)N(Cc1cccn1Cc1ccccc1)C1CCCCC1)S(=O)(=O)c1c(C)cc(C)cc1C
 : 27 | -3 | -5
62: Cc1cc(=O)n2nc(CSc3nnc4n3CCCCC4)sc2n1
 : 4 | 5 | .
63: Cc1cc(C)c(NC(=O)CC2Cn3ncc(-c4ccccc4)c3NC2=O)c(C)c1 (stereo not given)
 : 1 | -4 | -6
64: c1ccc(OCc2noc(CN3CCC(OCc4ccccn4)CC3)n2)cc1
 : -2 | -2 | -4
65: CC(=O)Nc1ccc(F)c(NC(=O)N2CCC(C(F)(F)F)CC2)c1
 : -3 | 2 | 2
66: CCN(C(=O)c1cc2c(=O)n(C)c(=O)n(C)c2n1Cc1ccccc1)c1cccc(C)c1
 : 3 | -5 | -8
67: Cc1ccc(C=NNC(=S)N=P(N2CCOCC2)(N2CCOCC2)C(C)(C)C)o1
 : 7 | -3 | 2
68: Cc1cc(-c2nnc(NC(=O)C3CCN(S(=O)(=O)c4ccc(F)cc4)CC3)o2)n(C)n1
 : 2 | -10 | -8
69: C=CCN(CC#Cc1ccccc1)Cc1ccoc1
 : 1 | -4 | -10
70: COc1cc(CC(=O)N2C[C@@H]3[C@@H]4CC[C@@H](C4)[C@@H]3C2)cc(OC)c1OC
 : 2 | -7 | .
71: CCCNC(=O)N(CC(=O)N1CCc2sccc2C1COc1cccc(F)c1)C1CC1 (stereo not given)
 : -4 | -3 | -5
72: CCn1c(SCC(=O)NC2(C)CCS(=O)(=O)C2)nc2ccccc21 (stereo not given)
 : . | -4 | -7
73: O=C(Nc1ccc(N2CCc3ccccc3C2)c(C(=O)NCC2CCCO2)c1)c1cc(C(F)(F)F)cc(C(F)(F)F)c1 (stereo not given)
 : 0 | -2 | -6
74: O=C1COCc2ccc(-c3ccccc3)cc2N1CC1CC1
 : 7 | -7 | .
75: CCOC(=O)c1c(NC(=O)C(C)(C)C)sc(C(=O)Nc2ccc(OC)cc2)c1C
 : -6 | -11 | -5
76: C=CCOc1cccc(C(=O)N2CCCC(CNS(=O)(=O)c3cccs3)C2)c1 (stereo not given)
 : 6 | -9 | .
77: Cc1cccc(CC(=O)Nc2cnn(-c3cccc(C(=O)NC4CCOC(C)(C)C4)c3)c2)c1 (stereo not given)
 : 8 | 5 | -4
78: CCN(C(=O)Cn1nc(C(=O)N2CCN(C)CC2)cc1C)c1ccccc1C
 : -6 | -4 | .
79: COCCn1c(SC(C)C(=O)OC)nc2sc3c(c2c1=O)CCC3 (stereo not given)
 : 14 | -6 | .
80: O=C(CSc1nnc(NC2CC2)s1)Nc1ccc(Cl)cc1
 : -1 | -4 | .
81: NC(=O)NC1(C(=O)N2CCCC3(CC=CCC3)C2)CCCCC1 (stereo not given)
 : -4 | -4 | .
82: CCCc1nnsc1C(=O)N1CCN(c2nc3c(OC)ccc(Cl)c3s2)CC1
 : 1 | -4 | .
83: Oc1ccc(CCn2ccnc2-c2cccc(F)c2F)cc1
 : 1 | -4 | .
84: COc1ccc(N2CCN(C(=O)c3ccc([N+](=O)[O-])cc3)C(C)C2=O)c(OC)c1 (stereo not given)
 : 5 | -2 | -3
85: Cn1c(=O)c(Cl)c2c3c(c(Br)ccc31)C(=O)c1ccccc1-2
 : -2 | -4 | .
86: Cc1ccc2nc(-c3ccc(NC(=O)CN4CCN(C)CC4)cc3)sc2c1
 : 9 | -2 | .
87: COC(=O)C1=C(C)NC2=C(C(=O)CC(c3ccccc3)C2)C1c1ccc(OC)cc1OC (stereo not given)
 : 4 | -3 | -6
88: O=C(Cn1c(=O)cnc2ccccc21)NC12CC3CC(CC(C3)C1)C2
 : 5 | -2 | .
89: CC1CCC(NS(=O)(=O)c2ccc3c(c2)CCO3)CC1 (stereo not given)
 : 4 | -8 | .
90: O=C1C2C3C=CC(C3)C2C(=O)N1c1ccc(C(=O)N(C2CCCCC2)C2CCCCC2)cc1 (stereo not given)
 : -10 | 5 | 1

Reformatted: results already given.
#41 CCN(CC)c1nc(SC)ncc1CNCCSC
#21 Cc1cc(=O)[nH]c(-n2nc(C)c(CCC(=O)Nc3cccc(C)c3C)c2C)n1
Screen / compound no.,41,21
NPYLR7 agonist,-2,9
hcGAS lum,-4,-2
mcGAS lum,-4,.

(continued)
Each structure is followed by: NPYLR7 agonist | hcGAS lum | mcGAS lum
91: Cc1nc2c(s1)C(N(C)C(=O)c1cn[nH]c1C)CCC2 (stereo not given)
 : 4 | -8 | .
92: CN1CCN(c2ncnc3c2cnn3Cc2ccccc2)CC1
 : 2 | 6 | -9
93: O=[N+]([O-])c1ccc(-c2cnc[nH]2)cc1
 : 0 | 0 | -2
94: COc1ccc(CCNC(=O)c2cc3c(C)nn(CC(C)C)c3s2)cc1OC
 : 10 | -4 | .
95: CO[C@H]1COC[C@@H]1NC(=O)c1coc(COc2ccc3sc(C)nc3c2)n1
 : 5 | -11 | .
96: Cc1ccc(-c2cc(C(=O)Nc3ccc(F)c([N+](=O)[O-])c3)c3ccccc3n2)cc1
 : 17 | -4 | -8
97: O=C(c1cccc(C(F)(F)F)c1)C1CCCN(Cc2cccc3nccnc23)C1 (stereo not given)
 : 5 | -2 | -7
98: O=C(NCc1cccs1)c1cccnc1N1CCN(C(=O)NCCc2ccccc2F)CC1
 : 2 | -5 | -8
99: CCCCC(CC)C(=O)N1CCN(c2nccc(-c3cccc(C(F)(F)F)c3)n2)CC1 (stereo not given)
 : 6 | -9 | -7
100: CC(C)(C(=O)N1CCC1(C)C(=O)Nc1cccc2c1CCCC2)c1ccccc1 (stereo not given)
 : 10 | -9 | -3
101: O=C(OCc1nnc(-c2ccccc2)o1)c1ccc(Cl)cc1
 : -3 | -8 | .
